From PubChem
USP1-UAF1 inh – Inhibitors of USP1/UAF1: Primary Screen. 390,000 compounds, 0.23% hits. Ubiquitin carboxyl-terminal hydrolase 1 (Homo sapiens), O94782. recombinant USP1/UAF1, Ub-Rhodamine cleavage fluorescence. Potency, µM (titrated, usually from 57.1 µM), for the others: at the highest dose activity change, negative = inhibition, hits mostly inhibitors; note: potency is the fitted concentration of half-maximal effect; % is set by controls: 0 for no effect and ±100 for the full control effect; nearly all actives have a fitted effect of over 60% in size; inactives centre near -12
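1 nM enzyme complex + cpd, 15 min RT; start with Ub-Rho 150nM final; kinetic fluorescence ex 480/em 540, 6 reads q60 s. Buffer 50mM HEPES pH 7.8, 0.5mM EDTA, 0.1 mg/ml BSA, 1mM TCEP, 0.01% Tween-20.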
Glioma ERSR ind – qHTS for Inducers of the Endoplasmic Reticulum Stress Response (ERSR) in Human Glioma: qHTS; U87-MG GRP78 promoter luciferase reporter, 16 h; Potency, µM, for inactives: at the highest dose activation, most hits filed as activators; 420,000 compounds, 0.02% hits; AID 602332, 2012; note: potency is the fitted concentration of half-maximal effect; series mostly up to about 76 µM; % of control where 0% means no effect; nearly all actives have a fitted effect of over 35% in size
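Stably transfected U87-MG glioma cells carrying a GRP78-based luciferase sensor; 16 h compound incubation. Luminescence end-point read 10 min after Bright-Glo addition at room temperature.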
Vif-A3G inh – qHTS for Inhibitors of Vif-A3G Interactions: qHTS | DNA dC->dU-editing enzyme APOBEC-3G (Homo sapiens), Q9HC16 | Potency, µM (doses to about 46.1 µM), inactives show top-dose activity, negative = active, hits mostly inhibitors | 410,000 compounds, 0.076% hits | HeLa A3G-eYFP + Vif (tagged APOBEC3G with the HIV-1 protein that degrades it), YFP fluorescence, overnight | AID 602310, 2012;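 note: potency is the fitted concentration of half-maximal effect; % is set by controls: 0 for no effect and ±100 for the full control effect; nearly all actives have a fitted effect of over 60% in size; hits raise eYFP signal because A3G escapes Vif-driven loss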
Target sequence (Q9HC16 whole entry, looked up): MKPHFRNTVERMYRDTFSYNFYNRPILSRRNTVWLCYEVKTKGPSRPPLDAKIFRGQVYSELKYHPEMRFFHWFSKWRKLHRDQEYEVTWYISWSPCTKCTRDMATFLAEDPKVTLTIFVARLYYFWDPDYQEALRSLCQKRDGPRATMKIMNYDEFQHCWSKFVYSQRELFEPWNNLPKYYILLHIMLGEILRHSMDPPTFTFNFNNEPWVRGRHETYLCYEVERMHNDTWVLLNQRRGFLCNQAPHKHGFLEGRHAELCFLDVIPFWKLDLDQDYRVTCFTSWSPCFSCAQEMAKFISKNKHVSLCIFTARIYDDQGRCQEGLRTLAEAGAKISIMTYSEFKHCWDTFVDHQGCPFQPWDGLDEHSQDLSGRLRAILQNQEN
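HeLa cells stably expressing Vif and C-terminally eYFP-tagged A3G, seeded overnight at 37 deg C, then exposed to compound by pintool overnight at 37 deg C. Rise in yellow fluorescence (Ex 488/Em 500-530, Acumen) marks blocked Vif-driven A3G degradation.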
TrxR1 inh – qHTS Assay for Inhibitors of Mammalian Selenoprotein Thioredoxin Reductase 1 (TrxR1): qHTS; recombinant rTrxR1, NADPH fluorescence consumption, selenite substrate; Potency, µM (doses to about 114 µM), for the others: top-dose activity change, negative = inhibition, hits mostly inhibitors; 390,000 compounds, 1% hits; note: potency is the fitted concentration of half-maximal effect; % is set by controls: 0 for no effect and ±100 for the full control effect; nearly all actives have a fitted effect of over 65% in size
Target sequence (O89049 whole entry, looked up): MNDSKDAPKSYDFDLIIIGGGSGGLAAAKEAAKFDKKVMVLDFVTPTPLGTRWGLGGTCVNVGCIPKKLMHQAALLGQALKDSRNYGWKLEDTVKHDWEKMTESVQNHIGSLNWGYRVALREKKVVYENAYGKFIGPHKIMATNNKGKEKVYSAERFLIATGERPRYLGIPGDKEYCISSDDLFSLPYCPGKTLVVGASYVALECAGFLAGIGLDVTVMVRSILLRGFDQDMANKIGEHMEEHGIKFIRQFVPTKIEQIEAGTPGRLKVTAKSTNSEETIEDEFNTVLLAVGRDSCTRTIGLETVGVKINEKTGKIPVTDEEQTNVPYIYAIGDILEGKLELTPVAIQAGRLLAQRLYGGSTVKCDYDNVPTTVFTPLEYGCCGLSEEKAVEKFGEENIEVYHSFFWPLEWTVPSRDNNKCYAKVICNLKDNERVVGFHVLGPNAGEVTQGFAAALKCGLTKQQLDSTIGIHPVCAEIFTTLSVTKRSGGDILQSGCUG
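Rat TrxR1 (90 nM in the dispensed reagent) was pre-reduced with 400 uM NADPH for 5 min at room temperature, then incubated with compound for 15 min. After 400 uM selenite was added, NADPH fluorescence (Ex 340/Em 450 nm) was followed for 8 min.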
IDH1 R132H inh – qHTS for Inhibitors of mutant isocitrate dehydrogenase 1 (IDH1): qHTS | Isocitrate dehydrogenase [NADP] cytoplasmic (Homo sapiens), O75874 | IDH1-R132H enzyme, NADPH consumption, diaphorase/resazurin fluorescence | Potency, µM (series often up to 76.6 µM), for inactives: at the highest dose activity change, negative = inhibition, usual class: inhibitors | 390,000 compounds, 0.093% hits | AID 602179, 2012; note: potency is the fitted concentration of half-maximal effect; % is set by controls: 0 for no effect and ±100 for the full control effect; nearly all actives have a fitted effect of over 65% in size
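IDH1-R132H (0.5 ug/mL dispensed) in pH 7.5 Tris buffer was preincubated 30 min with compound, then given a substrate mix of 0.016 mM NADPH and 2 mM alpha-KG for 80 min at room temperature; remaining NADPH was read by diaphorase/resazurin fluorescence.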
LDHA block – qHTS assay for inhibitors of human lactate dehydrogenase. purified LDHA, NADH/diaphorase-resazurin fluorescence; stronger effect = lower value. activity change, % (values are at about 110 or 230 µM). 480,000 compounds, 0.15% hits; in the data active = activity change below about -30%; inconclusive = mostly about -25% to -30%;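 note: plate controls were DMSO wells for no effect and wells without enzyme for full effect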
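Resorufin fluorescence (ex540/em590), read at 0 and 20 min after diaphorase/resazurin addition, reports the NADH left after a 5 min room-temperature reaction of 2 nM human LDH5 with 0.06 mM NADH and 0.2 mM pyruvate.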
RGS4 inhibitor – Inhibitors of Regulator of G Protein Signaling (RGS) 4: qHTS; Regulator of G-protein signaling 4 (Homo sapiens), P49798; Transcreener GDP fluorescence polarization, RGS4-accelerated GTP hydrolysis; Potency, µM (titrated, usually from 114 µM), without a hit: at the top dose activity change, negative = inhibition, usual class: inhibitors; 390,000 compounds, 0.039% hits; note: potency is the fitted concentration of half-maximal effect; % is set by controls: 0 for no effect and ±100 for the full control effect; nearly all actives have a fitted effect of over 75% in size; some results filed as inactive show a strong effect at the top dose
Target sequence (P49798 whole entry, looked up): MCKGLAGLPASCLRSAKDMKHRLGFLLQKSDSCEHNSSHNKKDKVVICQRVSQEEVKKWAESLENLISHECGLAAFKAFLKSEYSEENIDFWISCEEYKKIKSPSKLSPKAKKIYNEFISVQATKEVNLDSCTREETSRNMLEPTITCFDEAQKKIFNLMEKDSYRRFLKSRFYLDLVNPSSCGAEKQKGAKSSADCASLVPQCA
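MLSMR compounds (23 nl, pin-transferred) preincubated 10 min at room temperature with a 500nM (2x) first reagent, then RGS4 at 900nM (2x) plus Transcreener GDP mix added; fluorescence polarization (620/688 nm) read before and after 90 min at 30 °C.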
TrxR1 substrate – qHTS Assay for Substrates of Mammalian Selenoprotein Thioredoxin Reductase 1 (TrxR1): qHTS; Thioredoxin reductase 1, cytoplasmic (Rattus norvegicus), O89049; 390,000 compounds, 0.01% hits; purified TrxR1 substrate turnover, NADPH consumption readout; Potency, µM (titrated, usually from 114 µM), without a hit: top-dose activity change, negative = substrate turnover; note: potency is the fitted concentration of half-maximal effect; % is set by controls: 0 for no effect and ±100 for the full control effect; nearly all actives have a fitted effect of over 50% in size
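Rat TrxR1, dispensed at 90 nM, was prereduced with 400 uM NADPH (final) for 5 min at ~22 deg C, then incubated with compound 15 min before 400 uM selenite. A first-read NADPH fluorescence drop versus no-compound background flagged substrates.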
Vif-APOBEC3F blk – qHTS for Inhibitors of Vif-A3F Interactions: qHTS; Potency, µM (highest dose often 46.1 µM), for the others: at the highest dose activity, negative = active; AID 602313, 2012; HeLa A3F-eYFP + Vif (tagged APOBEC3F with the HIV-1 protein that degrades it), YFP fluorescence increase; 390,000 compounds, 0.2% hits; note: potency is the fitted concentration of half-maximal effect; % of control where 0% means no effect; nearly all actives have a fitted effect of over 65% in size
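HeLa cells stably expressing Vif plus C-terminally eYFP-tagged A3F were seeded, incubated overnight at 37 deg C, dosed with compound, incubated overnight again at 37 deg C. Yellow fluorescence (Ex 488/Em 500-530) reported blocked Vif-mediated A3F-eYFP degradation.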
Starred values were filed as active, the others as inactive; ? = inconclusive; · = no result given; & = joins results of further samples; [ ] = another dose, or the depositor's remark. Unless noted, calls come from the whole dose curve; as a rule, active = well fitted curve in the direction sought with a large enough effect; inconclusive = small, poorly fitted or top-dose-only effect, or another doubt; inactive = no such curve, though single readings can be large; an effect the other way counts as inactive or inconclusive.

Structure,LDHA block,Vif-APOBEC3F blk,TrxR1 inh,RGS4 inhibitor,USP1-UAF1 inh,Glioma ERSR ind,TrxR1 substrate,IDH1 R132H inh,Vif-A3G inh
CC1=NN(c2ccccc2)C(=O)/C1=C/c1c(O)n(-c2ccc(F)cc2)[nH]c1=O,-23.5,-12.8%,?,27.1%,-15.3%,?,-31.0%,-12.6%,-26.5%
CN(C)S(=O)(=O)c1cccc(NC(=O)CNCC2CCCCC2)c1,-21.9,13.2%,6.0%,10.1%[56.9 µM],-20.4%,-0.5%,-4.4%,17.5%,0.8%
Cc1ccc(Oc2nc3ccccn3c(=O)c2/C=C(\C#N)C(=O)NC2CCS(=O)(=O)C2)c(C)c1 (stereo not given),0.7,-3.5%,24.4%,-20.4%,-21.3%,-2.0%,5.1%,-3.6%,1.5%
CC(Sc1nnc(C(C)N(C)C)n1-c1ccc(Cl)cc1)C(=O)Nc1ccc2c(c1)OCO2 (stereo not given),6.9,·,4.1%,-15.4%,-13.8%,2.3%,3.5%,2.1%,-4.0%
ClC1(Cl)CC1Cn1cnc2ccccc21 (stereo not given),-2.7,?,-7.3%,23.1%,-7.8%,2.1%,-8.7%,-3.7%,3.0%
COc1ccc(N2CCN(C(=O)CSc3ncccc3-c3nc4ccccc4[nH]3)CC2)cc1,-0.4,?,6.5%,-42.8%,-5.5%,-3.9%,23.3%,8.4%,-0.7%
COc1cccc(CN2CC(C(=O)NCCc3nccs3)CCC2=O)c1 (stereo not given),-5.5,-10.5%,·,·,8.6%,-2.9%,·,0.7%,0.6%
O=c1c2cc(Br)ccc2[nH]c(=S)n1Cc1cccnc1,4.4,-2.3%,3.8%,?,9.1%,-2.9%,-1.4%,1.2%,-3.3%
Cc1ccc(C)c(NC(=O)N2CCN3CCCCC3C2)c1 (stereo not given),2.3,6.5%,29.5%,4.0%,-3.8%,-1.8%,5.5%,18.3%,2.3%
N#Cc1cccc(C(c2nnnn2Cc2ccccc2)N2CCCC2)c1 (stereo not given),-15.6,-3.3%,21.6%,-8.0%,-2.1%,-3.1%,8.7%,2.2%,-0.4%
CCOCCCNC(=O)c1cc2c(=O)[nH]c3ccccc3c2n1C,6.0,-0.1%,38.9%,13.2%,-25.2%,-3.5%,33.4%[activator],10.1%,1.3%
CC(=O)Nc1ccc(Nc2ncnc3c2c(-c2ccccc2)cn3-c2ccc(C)c(Cl)c2)cc1,1.5,-12.4%,23.1%[57.1 µM],0.0%,-3.1%,-5.7%,11.7%[57.1 µM],-6.9%,-4.5%
CC(=O)NC(CCS(C)(=O)=O)C(=O)Nc1cccc(C)c1C (stereo not given),1.9,-4.7%,8.2%[57.1 µM],2.8%,-23.0%,-0.6%,-0.8%[57.1 µM],6.7%,1.3%
COc1ccc(C2(O)CCN(CC(=O)Nc3nc(-c4ccccc4)cs3)CC2)cc1,-3.6,0.0%,26.8%,-21.4%,-24.8%,-7.9%,-1.5%,-4.9%,-3.1%
COC(=O)COc1nsnc1N1CCOCC1,-0.5,-0.4%,0.6%,-9.4%,-17.8%,-1.5%,-2.2%,9.3%,3.5%
CCOc1ccccc1N(CC(=O)Nc1ccc2c(c1)OCCO2)S(C)(=O)=O,-1.6,1.8%,-5.8%,10.3%,2.9%,-1.9%,-4.1%,5.0%,-1.2%
Cc1ccc(C(=O)NC2CC(=O)N(c3ccc4c(c3)OCCO4)C2)cc1[N+](=O)[O-] (stereo not given),-14.0,10.3%,23.8%,?,-2.9%,-3.7%,11.2%,5.6%,0.6%
COc1ccc(-c2cc(C#N)nc(Cl)n2)cc1,-9.3,0.0%,-8.7%[57.1 µM],6.2%,-10.7%,-7.9%,16.1%[57.1 µM],19.0%,-21.6%
COc1cc2c(cc1NC(=O)COC(=O)[C@@H](NC(=O)c1ccccc1)C(C)C)oc1ccccc12,-2.3,-0.5%,0.8%,-8.3%,-21.5%,1.6%,16.0%,1.5%,-1.2%
CCOC(=O)c1cccc(NC(=O)[C@H](CSCc2ccccc2)N2Cc3ccccc3C2=O)c1,-2.7,-12.4%,19.3%,-5.0%,?,-2.6%,6.8%,1.5%,-1.7%
Cc1ccc(Cl)cc1N1CCN(C(=O)c2ccc3nc[nH]c3c2)CC1,-5.3,2.2%,-10.6%,-15.9%,-0.1%,-5.1%,-3.5%,-0.9%,0.2%
Cn1c(C(=O)N2CCCC(C(=O)c3ccc(C(F)(F)F)cc3)C2)cc(=O)n(C)c1=O (stereo not given),-6.5,-13.1%,12.9%[57.1 µM],5.5%,-16.1%,-5.1%,2.0%[57.1 µM],-1.0%,3.8%
COc1ccc(S(=O)(=O)N2CCCC(C(=O)N3CCN(c4ccccc4)CC3)C2)cc1Cl (stereo not given),-4.8,8.0%,2.9%,20.5%,-18.0%,-3.3%,-2.2%,2.5%,1.8%
O=C(NCc1ccc(F)cc1)C1CCC(=O)N1C1CCCCC1 (stereo not given),-6.6,-0.6%,8.0%[57.1 µM],-5.9%,-15.2%,-2.3%,6.9%[57.1 µM],-4.8%,1.1%
CCc1ccccc1N(c1nc(-c2ccc(OC)c(OC)c2)no1)c1nc(-c2ccc(OC)c(OC)c2)no1,-3.2,-8.8%,7.2%,4.7%,-1.5%,-1.6%,-0.8%,-1.6%,4.5%
Nc1cccc(NC(=O)CN2CCOCC2)c1,15.6,6.1%,2.6%[57.1 µM],-20.6%,-24.5%,-5.6%,6.0%,1.1%,3.6%
Nc1cc(=O)[nH]c(SCC(=O)N2CCN(S(=O)(=O)c3ccc4ccccc4c3)CC2)n1,-3.1,-6.3%,32.0%[57.1 µM],9.5%,-18.7%,-1.5%,11.5%[57.1 µM],1.2%,-1.4%
CCOC(=O)C1(P(=O)(c2ccccc2)c2ccccc2)CCC1,-5.0,2.7%,-2.4%,-12.3%,-9.5%,-5.6%,0.4%,5.0%,-0.2%
COc1ccc(-c2oc3ncn(Cc4ccco4)c(=N)c3c2-c2ccc(OC)cc2)cc1,2.4,4.1%,6.4%[57.1 µM],-18.9%,-9.8%,-4.8%,-4.6%[57.1 µM],-0.7%,-7.0%
COC(=O)c1ccc(NC(=O)C2CCCN(S(=O)(=O)c3cnc[nH]3)C2)cc1 (stereo not given),-0.8,4.4%,-5.8%,-13.3%,6.2%,-0.3%,-5.8%,-1.4%,0.3%

Reprinted at random: two entries already listed.
Structure,LDHA block,Vif-APOBEC3F blk,TrxR1 inh,RGS4 inhibitor,USP1-UAF1 inh,Glioma ERSR ind,TrxR1 substrate,IDH1 R132H inh,Vif-A3G inh
CC(=O)Nc1ccc(Nc2ncnc3c2c(-c2ccccc2)cn3-c2ccc(C)c(Cl)c2)cc1,1.5,-12.4%,23.1%[57.1 µM],0.0%,-3.1%,-5.7%,11.7%[57.1 µM],-6.9%,-4.5%
Cc1ccc(C(=O)NC2CC(=O)N(c3ccc4c(c3)OCCO4)C2)cc1[N+](=O)[O-] (stereo not given),-14.0,10.3%,23.8%,?,-2.9%,-3.7%,11.2%,5.6%,0.6%

Additional entries follow.
Structure,LDHA block,Vif-APOBEC3F blk,TrxR1 inh,RGS4 inhibitor,USP1-UAF1 inh,Glioma ERSR ind,TrxR1 substrate,IDH1 R132H inh,Vif-A3G inh
COc1ccc(-c2[nH]ncc2CNCc2cc(C)n(C)n2)c(F)c1,-1.8,0.4%,-17.7%,-2.5%,2.7%,-3.3%,-1.1%,-0.3%,0.9%
Cc1ccc(Nc2nc(N)nc(CN3CCN(c4ccccc4)CC3)n2)cc1Cl,4.0,18.0%,9.3%,-24.2%,-21.7%,-1.6%,2.4%[0.457 µM],2.9%,1.3%
CC(C)=CCC/C(C)=C/COc1c2occc2cc2ccc(=O)oc12,6.8,-3.7%,13.4%[57.1 µM],2.3%,-27.6%,-0.3%&-2.7%,6.1%[57.1 µM],18.0%,3.9%
Cc1cccc(NS(=O)(=O)c2c(C(=O)N3CCOCC3)c(C)n(C)c2C)c1C,-2.6,0.6%,16.5%,1.5%[11.4 µM],-8.6%,-2.7%,5.1%,2.4%,4.9%
CC1CCCCN1c1nnc(NC(=O)Nc2ccccc2F)s1 (stereo not given),0.1,-2.4%,14.3%,-12.6%,7.5%,-4.7%,-0.5%,-8.8%,3.3%
CNC(=O)c1ccc(-n2cccn2)nc1,-16.2,5.1%,13.8%[57.1 µM],24.4%,-20.2%,-1.6%,2.1%[57.1 µM],0.4%,2.9%
COc1ccc(CN(CC(=O)NCc2ccc(F)cc2)C(=O)c2ccco2)cc1,-9.8,0.5%,3.4%,7.5%,?,3.7%,9.2%[0.457 µM],0.0%,-3.2%

Not all compounds are listed; rates above refer to the full screens.
